# Source: PubChem
# AmpC det inh – inhibitors of E. coli AmpC beta-lactamase with detergent; AID 584; Potency, µM (titrated, usually from 28.7 µM), without a hit: top-dose activity change, negative = inhibition; 0.09% of 71,000 active; purified AmpC, nitrocefin hydrolysis with detergent; active = well fitted curve in the direction sought with a large enough effect
# Target sequence (P00811 whole entry, looked up): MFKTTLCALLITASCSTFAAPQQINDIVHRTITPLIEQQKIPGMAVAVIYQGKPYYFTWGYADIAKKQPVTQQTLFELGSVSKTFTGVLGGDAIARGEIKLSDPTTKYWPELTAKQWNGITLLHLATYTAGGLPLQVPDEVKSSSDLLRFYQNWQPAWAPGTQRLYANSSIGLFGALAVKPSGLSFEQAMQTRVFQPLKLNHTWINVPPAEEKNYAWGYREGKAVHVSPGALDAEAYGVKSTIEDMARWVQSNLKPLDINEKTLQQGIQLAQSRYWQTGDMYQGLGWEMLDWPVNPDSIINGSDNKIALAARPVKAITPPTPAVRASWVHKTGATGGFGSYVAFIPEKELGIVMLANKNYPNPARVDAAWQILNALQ
#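 E. coli AmpC (5.3 nM) in 20 mM phosphate pH 7.0 with 0.01% Triton X-100, preincubated 15 min RT with compound; nitrocefin (2 uL of 800 uM stock) hydrolysis followed by 480 nm absorbance every 20 s over 4 min.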
# * = called active by the depositor; [ ] = another dose, or the depositor's remark. % is set by controls: 0 for no effect and ±100 for the full control effect; potency is the fitted concentration of half-maximal effect. A portion of the library; the hit share may differ from the screen's.
SMILES,AmpC det inh
CCOc1cc(C2NC(=O)NC(C)=C2C(=O)OCc2ccccc2)ccc1O (stereo not given),-1.7%
CCCC(=O)NCCCc1nc2ccccc2[nH]1,9.8%
CCn1c2ccccc2c2cc(/C=N/n3cnnc3)ccc21,0.0%
CCOC(=O)CSc1nnc(CNC(=O)c2ccc(OC)cc2)n1Cc1ccccc1,1.3%
CC(C)Sc1nnc(NC(=O)C2CC2)s1,12.4%
N#Cc1cc2ccc(N3CCOCC3)cc2cc1C#N,4.5%
COc1ccccc1C1CC(=O)NC(C)=C1C(=O)OCC(C)C (stereo not given),-3.9%
Cc1cccn2c(=O)c3cc(C(=O)N4CCc5ccccc5C4)n(C)c3nc12,-0.7%
Cc1c(CN(C)C)c2c(n1C)C(=O)c1ccc(Br)cc1-2,-0.5%
CCOC(=O)Cc1csc(NC(=O)CSc2nnc(Cc3csc(N)n3)n2C)n1,-2.9%
O=C(CCn1[nH]c(=O)c2ccccc2c1=O)NCCO,-6.5%
C=CCn1c(=O)c2c(nc(-c3ccc(S(=O)(=O)O)cc3)n2C)n(C)c1=O,0.8%
Clc1ccccc1-c1nc(NCc2cccs2)c2ccccc2n1,6.9%
CCc1c(C)c2nncn2[nH]c1=O,-3.5%
CCOC(=O)C1CCCN(CC(=O)NC2=Nc3ccccc3N=C(C)C2c2ccccc2)C1 (stereo not given),-3.8%
CCn1c(SCC(=O)N2CCN(c3ccccc3)CC2)nnc1-c1ccoc1C,1.6%
N[C@H]1CCN(O)C1=O,0.4%
COc1ccc(-c2nnc(SCc3cc(C)cc(C)c3)o2)cc1,-1.0%
O=C(CN1CCN(c2ccc(Cl)cc2)CC1)Nc1cccc(F)c1,2.2%
O=C(COC(=O)c1ccc2c(c1)OCCO2)NCCC1=CCCCC1,-2.8%
C=C(C)Cn1c(=O)c(NC(=O)c2ccccc2)c2n(c1=S)CCC2,-0.5%
CC1=CCC(C(=O)O)C(C(=O)O)C1 (stereo not given),0.0%
CCOC(=O)c1cnc(-n2cc(C)cn2)nc1NCc1ccc2c(c1)OCO2,2.3%
CCOC(=O)c1cnn(-c2ncnc3sc(C)c(C)c23)c1N,4.4%

# By substructure, the compounds so far containing an NH in an aromatic ring.
SMILES,AmpC det inh
CCCC(=O)NCCCc1nc2ccccc2[nH]1,9.8%
O=C(CCn1[nH]c(=O)c2ccccc2c1=O)NCCO,-6.5%
CCc1c(C)c2nncn2[nH]c1=O,-3.5%

# (cont.)
SMILES,AmpC det inh
O=C(Nc1ccc(Cc2ccncc2)cc1)c1ccco1,-4.3%
O=C(CN1C(=O)CSC1=O)NCc1ccccc1,-4.8%
O=C(CSc1nnc(-c2cccs2)o1)OC1CCCCC1,-6.0%
O=C(CNC(=O)c1ccc(Br)o1)Nc1cccc(-c2cnc3ccccc3n2)c1,-2.0%
O=c1c(-c2ccc(Cl)cc2)nc2cnc(N3CCOCC3)nc2n1C[C@H]1CCCO1,2.1%
Cn1c(C(=O)N2CCC3(CC2)OCCO3)cc2c(=O)n(C)c3ccccc3c21,14.3%
Cc1cc(C)n(CCCNC(=O)c2ccc(S(=O)(=O)NCc3ccco3)cc2)n1,2.3%
Cc1ccc2cccc(SCC(=O)NCc3ccco3)c2n1,-2.6%
CCOC(=O)c1cnc(SC2CC(=O)N(c3ccc(OC)c(OC)c3)C2=O)nc1N (stereo not given),-5.7%
O=C1Nc2ccc(S(=O)(=O)N3CCCC3C(=O)O)c3cccc1c23 (stereo not given),13.3%
CN(C)c1nc(Oc2ccc(=O)n(C)n2)nc(N2CCOCC2)n1,1.0%
CCC(Sc1nc(=O)cc(N)n1CCc1ccccc1)C(=O)Nc1cc(C)on1 (stereo not given),1.6%
COc1cc(NC(=O)C2CCCN2S(=O)(=O)c2ccc3c(c2)CCC(=O)N3)cc(OC)c1 (stereo not given),5.9%
CC(C)c1cccc2c([Si](C)(C)C)c3c(nc12)-c1cccc(=O)n1C3,-7.5%
CCOC(=O)C1CCN(c2ncnc3c2oc2ccccc23)CC1,-3.0%
CCOC(=O)c1ccc(NC(=O)CSc2nnc(COc3ccccc3OC)n2C)cc1,-1.2%
CC(=O)Nc1ccc2c(c1)/C(=C/c1ccc([N+](C)(C)C)cc1)c1ccccc1-2,-3.5%[5.75 µM]
COc1ccc(N2C(=O)CC(N3CCN(c4nc5ccccc5s4)CC3)C2=O)cc1 (stereo not given),-2.2%
Cc1nnc(SCC(=O)NCc2ccccc2)s1,9.8%
O=C(CC(Nc1ccc(F)cc1)C(=O)O)c1ccccc1 (stereo not given),-3.8%
CS[C@]12C(=O)C[C@]3(C)[C@@H](CC[C@@]3(O)C(=O)CO)[C@@H]1CCC1=CC(=O)CC[C@]12C,-3.4%[5.75 µM]
CCS(=O)(=O)n1nc(NCc2cccc(OC)c2)nc1NCc1cccc(OC)c1,-5.8%
CCCc1nnc(NC(=O)CN2C(=O)c3ccccc3S2(=O)=O)s1,-7.4%
CC1=CC2=NC(=O)CC(C)(C(=O)N(CC(=O)NC(C)(C)C)C3CCCC3)N2C=C1 (stereo not given),1.6%

# Exported with each value named: entries from further up.
smiles: CCS(=O)(=O)n1nc(NCc2cccc(OC)c2)nc1NCc1cccc(OC)c1
  AmpC det inh: -5.8%

smiles: CCCc1nnc(NC(=O)CN2C(=O)c3ccccc3S2(=O)=O)s1
  AmpC det inh: -7.4%

# (continued)
SMILES,AmpC det inh
Cc1nc(NC(=O)CSc2nnnn2Cc2ccccc2)sc1C,0.7%
Cc1cc(/C=N/n2cnnc2)c(C)n1-c1ccc(C(=O)O)cc1,24.8%
O=C(CN1CCOCC1)N(c1ccccc1)c1ccc2ccccc2c1,-6.2%
O=C(Cc1ccc(-n2cnnn2)cc1)NC12CC3CC(CC(C3)C1)C2,-2.1%
CCC(C)NC(=O)Cn1cc2c(n1)CCC(C)C2 (stereo not given),1.4%
Oc1ccc(C(=S)N2CCCCC2)cc1Cl,-0.8%
O=c1cc(CN2CCN(c3ccc(F)cc3)CC2)nc2sccn12,-4.1%
COc1ccc(Nc2nc(C)cc(C)c2C(N)=O)c(OC)c1,-0.8%
CCOC(=O)N1CCN(S(=O)(=O)c2cc(OCC(N)=O)c(C)cc2Cl)CC1,-2.5%
CCOC(=O)C1=CSC2=NS(=O)(=O)CCN12,-1.4%
CCOc1ccc(NC(=O)CN2C(=O)C3CC=CCC3C2=O)cc1 (stereo not given),-3.9%
CCc1nnc(NC(=O)c2ccc(S(=O)(=O)N3CCCCC3C)cc2)s1 (stereo not given),8.3%
CC1CCCN(C(=O)Cn2c(=O)oc3ccccc32)C1 (stereo not given),-3.1%
Cc1ccc(CN2C(=O)NC(=O)C3(Cc4c(nc5ccccn5c4=O)N4CCCCCC43)C2=O)cc1 (stereo not given),-1.6%
COC(=O)CSc1nc2cc3c(cc2cc1C)OCCO3,-0.3%
Cc1cc2cc(C(c3nnnn3Cc3ccco3)N3CCc4ccccc43)c(=O)[nH]c2cc1C (stereo not given),10.0%
CCN(CC)C(=O)c1cccc(C)c1,10.3%
Brc1cnc(N2CCCC2)nc1N1CCCCC1,11.3%
Cn1c(CCN2CCOCC2)nc2cc(NC(=O)COc3ccccc3)ccc21,-0.3%
N#Cc1c(N)c(C(=O)c2ccccc2)n2c1CCC2,-2.3%
COC(=O)[C@H](CC(C)C)NC(=O)NC1CCCc2ccccc21 (stereo not given in full),-2.2%
CCOC(=O)Cn1c(CN(C)Cc2ccccc2)nc2c1c(=O)n(C)c(=O)n2C,11.5%
CCOC(=O)c1c(Nc2nc(C)c(C(=O)NC)s2)sc(C)c1C,-3.6%
COc1cccc(-c2ccc3ncnc(NCc4ccc(OC)cc4OC)c3c2)c1,12.6µM*

# Among those listed so far, 3 have bromine:
SMILES,AmpC det inh
Cc1c(CN(C)C)c2c(n1C)C(=O)c1ccc(Br)cc1-2,-0.5%
O=C(CNC(=O)c1ccc(Br)o1)Nc1cccc(-c2cnc3ccccc3n2)c1,-2.0%
Brc1cnc(N2CCCC2)nc1N1CCCCC1,11.3%

# Additional records follow:
SMILES,AmpC det inh
CN(C)c1ccc(-c2nn3c(-c4ccccc4Cl)nnc3s2)cc1,3.6%
CCC/C=C(\CCC)C(NS(=O)(=O)c1ccc(Cl)cc1)c1ccc(C(=O)OC)cc1 (stereo not given),0.8%
Cc1nnc(SCC2CCCO2)n1-c1ccccc1 (stereo not given),12.5%
CN(CC(O)COCc1cccs1)C1CCCCC1 (stereo not given),-3.8%
O=C(O)C1CCCN1C(=O)Nc1ccc(F)cc1 (stereo not given),-3.9%
CCN1CCN(Cc2ccc(NC(=O)CC3Oc4ccc(C)cc4NC3=O)cc2)CC1 (stereo not given),10.3%
O=C(Cn1cnc2c(cnn2-c2ccccc2)c1=O)N1CCCc2ccccc21,8.3%
CN1CCN(c2ncc3nc(-c4cn(C)c5ccccc45)c(=O)n(C[C@H]4CCCO4)c3n2)CC1,-3.3%
CCOc1ccc(S(=O)(=O)NCCC(=O)NC2=NCCS2)cc1,-1.3%
O=C(O)Cn1cc(C(=O)c2cccs2)c2ccccc21,-2.8%
NC(=O)C1CCN(C(=S)c2cccs2)CC1,-3.4%
CCOC(=O)Cc1nnc(NC(=O)C(CC)Sc2nnc3c4ccccc4n(C)c3n2)s1 (stereo not given),-1.9%
O=C1C2CC=CCC2C(=O)N1CC(=O)N(Cc1ccccc1)C1CCS(=O)(=O)C1 (stereo not given),-2.0%
CC(C)C(=O)Nc1ccc(NC(=O)c2ccccc2Cl)nc1,5.8%
COC(=O)CCCC(=O)Nc1c(F)c(F)c(F)c(F)c1F,0.0%
Cc1cc(C(=O)COc2cccc(-n3cnnn3)c2)c(C)n1-c1ccccc1,-2.7%
COc1cc(C2c3c(oc4ccccc4c3=O)C(=O)N2Cc2ccncc2)ccc1O (stereo not given),-1.3%
CC(=O)NCCNc1ncncc1-c1ccccc1CN(C)C,5.9%
COc1ccc(NCc2n[nH]nc2-c2ccccc2)cc1Cl,2.6%
O=CN(CCN(C=O)CN1CCCCC1)CN1CCCCC1,-2.4%
Cc1cc(C(=O)N2CCN(c3ncccn3)CC2)c2cc(F)ccc2n1,-3.5%
CC1=C(C(=O)NC(C)C)C2(CCC(C)CC2)OC1=O (stereo not given),19.3%
CCCOC(=O)CSc1nnc(-c2ccc(Cl)cc2Cl)o1,-2.3%
O=C(O)CCC(=O)Nc1ccc(Br)cn1,-3.3%
COc1cccc(-n2c(Cc3cc(=O)[nH]c(=O)[nH]3)nnc2SC(C)C)c1,12.5%
CC(NC(=O)C1CCC1)c1ccc(Cl)cc1 (stereo not given),-3.7%
CCOc1ccc(N/C(SC)=C(/C#N)C(N)=O)cc1,8.7%
CC(=O)Nc1nc2ccccc2n1CCN(C)C,8.3%
C[C@]1(C(=O)NCCCNc2ncc(C(F)(F)F)cc2Cl)C=C[C@@H](Cc2ccccc2)N1C(=O)c1ccccc1,14.5%
COc1ccc(-n2nc(C(=O)N3CCN(c4ccc(F)cc4)CC3)c3ccccc3c2=O)c(OC)c1,-4.5%
CCCC1(C(=O)OC)C=C2C(=C(C(C)C)C(=O)C2C)CN1 (stereo not given),-2.5%
COC(=O)c1ccc(NC(=O)c2ccccc2NS(C)(=O)=O)cc1,-2.8%
COC(=O)c1ccc(COc2ccc3c(C)c(C)c(=O)oc3c2C)o1,-0.7%
O=C(CCc1ccc(S(=O)(=O)N2CCOCC2)cc1)Oc1ccccc1,11.4%
CCOC(=O)C1CCN(c2c(NC3CCCc4ccccc43)c(=O)c2=O)CC1 (stereo not given),5.2%
CC1CCN(CCCNC(=O)Cc2c(C(=O)O)n(C)c3ccccc23)CC1,-1.1%
COc1cc(OC)c(C2C(C(=O)N3CCOCC3)=C(C)NC3=C2C(=O)CC(C)(C)C3)cc1OC (stereo not given),1.0%
C[C@H](NC(=O)Nc1ccc2c(c1)OCCO2)C(=O)O,0.5%
COc1ccc2c(c1)c(CC(=O)O)c(C)n2C(=O)c1ccccc1,-4.5%
CC(C)Sc1nnc([C@@H](N)Cc2c[nH]c3ccccc23)o1,-1.4%
Cc1ccc2c(CC(=O)OCc3nc(N)nc(Nc4ccccc4C)n3)coc2c1,-2.6%
CCSc1sccc1C1C(C#N)=C(N)N(c2cccnc2)C2=C1C(=O)CCC2 (stereo not given),-1.5%
COCCn1c(CCC(=O)O)nc2c1c(=O)[nH]c(=O)n2CC(C)C,11.2%
Nn1c(SCC(=O)N2CCOCC2)nnc1-c1ccc(Cl)cc1Cl,-10.1%
CN(CC(=O)NC1CCCc2ccccc21)S(=O)(=O)c1ccc2c(c1)c(=O)n(C)c(=O)n2C (stereo not given),12.4%
COc1nc(N)nc(CC(=O)C2CC2)n1,-5.1%
CC(C1CC1)N(C(=O)NC1CCS(=O)(=O)C1)c1ccccc1 (stereo not given),0.0%
COc1cccc(N(C(=O)c2ccco2)C(C(=O)NC2CCCC2)c2cccnc2)c1 (stereo not given),-2.0%
C=CC(C)Sc1nc2c(c(=O)n(C)c(=O)n2C)n1Cc1ccccc1Cl (stereo not given),8.0%
COC(=O)c1ccc(COc2cccc(OC)c2)o1,-1.8%

# Random excerpt: five compounds from above
SMILES,AmpC det inh
CC(C1CC1)N(C(=O)NC1CCS(=O)(=O)C1)c1ccccc1 (stereo not given),0.0%
COC(=O)c1ccc(COc2cccc(OC)c2)o1,-1.8%
CC(C)Sc1nnc([C@@H](N)Cc2c[nH]c3ccccc23)o1,-1.4%
COc1cccc(N(C(=O)c2ccco2)C(C(=O)NC2CCCC2)c2cccnc2)c1 (stereo not given),-2.0%
COc1ccc2c(c1)c(CC(=O)O)c(C)n2C(=O)c1ccccc1,-4.5%
